NCF1 inh – inhibitors of human p47phox binding; P14598; p47phox/p22phox peptide binding, fluorescence polarization, 2 h; inhibition, % at 24.7 µM; 0.53% of 220,000 active; AID 1274;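 note: 0% = p47phox with labelled peptide and 100% = labelled peptide alone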
Rad51 HR inh – Rad51 (human) homologous recombination inhibition; inhibition, % at 10 µM; Q06609; hRad51 DNA strand exchange, fluorescence dequenching; 0.085% of 200,000 active;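 active = inhibition above 40% at the single screening dose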;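 note: 0% = DMSO control wells and 100% = blanks with heterologous ssDNA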
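material = hRad51 filaments on single-stranded DNA | reagent = Donor/quencher-labelled 47-bp dsDNA substrate | compound = 10 µM final, single point | schedule = strand-exchange reaction 15 min at room temperature | measured by = fluorescein emission 520 nm, excitation 485 nm | read-out basis = % inhibition versus plate control and blank means | benchmarks = plate controls and plate blanks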
Thrombin inh – blocks human thrombin protease activity. P00734. alpha-thrombin, Boc-VPR-AMC fluorogenic substrate cleavage. inhibition, % at 5 µM. 0.26% of 220,000 active;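 active = inhibition at or above 40%; inactive = inhibition below 40%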;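 note: 0% = enzyme with no compound and 100% = wells without enzyme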
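System: human alpha-thrombin protein; Compound dosing: one concentration per compound, 5 µM, with 0.2% DMSO; Timing: reaction at room temperature; Technique: AMC fluorescence, 355/460 nm; Controls: enzyme without compound as high, wells lacking enzyme as low.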
eIF4E-4G inh – eIF4E/eIF4G interaction inhibition in translation initiation. TR-FRET eIF4E-eIF4GI(517-606) binding, 2 h. inhibition, % at 21.7 µM. 0.37% of 220,000 active;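 note: 0% = full FRET control wells and 100% = background wells lacking eIF4GI fragment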
Target sequence (P63073 whole entry, looked up, the tested form may be a part): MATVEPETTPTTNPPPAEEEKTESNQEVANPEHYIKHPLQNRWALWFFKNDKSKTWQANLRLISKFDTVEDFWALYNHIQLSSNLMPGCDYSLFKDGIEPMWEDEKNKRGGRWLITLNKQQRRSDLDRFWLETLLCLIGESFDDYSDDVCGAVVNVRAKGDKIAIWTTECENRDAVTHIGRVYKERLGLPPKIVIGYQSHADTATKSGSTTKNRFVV
Target sequence (Q04637 whole entry, looked up, the tested form may be a part): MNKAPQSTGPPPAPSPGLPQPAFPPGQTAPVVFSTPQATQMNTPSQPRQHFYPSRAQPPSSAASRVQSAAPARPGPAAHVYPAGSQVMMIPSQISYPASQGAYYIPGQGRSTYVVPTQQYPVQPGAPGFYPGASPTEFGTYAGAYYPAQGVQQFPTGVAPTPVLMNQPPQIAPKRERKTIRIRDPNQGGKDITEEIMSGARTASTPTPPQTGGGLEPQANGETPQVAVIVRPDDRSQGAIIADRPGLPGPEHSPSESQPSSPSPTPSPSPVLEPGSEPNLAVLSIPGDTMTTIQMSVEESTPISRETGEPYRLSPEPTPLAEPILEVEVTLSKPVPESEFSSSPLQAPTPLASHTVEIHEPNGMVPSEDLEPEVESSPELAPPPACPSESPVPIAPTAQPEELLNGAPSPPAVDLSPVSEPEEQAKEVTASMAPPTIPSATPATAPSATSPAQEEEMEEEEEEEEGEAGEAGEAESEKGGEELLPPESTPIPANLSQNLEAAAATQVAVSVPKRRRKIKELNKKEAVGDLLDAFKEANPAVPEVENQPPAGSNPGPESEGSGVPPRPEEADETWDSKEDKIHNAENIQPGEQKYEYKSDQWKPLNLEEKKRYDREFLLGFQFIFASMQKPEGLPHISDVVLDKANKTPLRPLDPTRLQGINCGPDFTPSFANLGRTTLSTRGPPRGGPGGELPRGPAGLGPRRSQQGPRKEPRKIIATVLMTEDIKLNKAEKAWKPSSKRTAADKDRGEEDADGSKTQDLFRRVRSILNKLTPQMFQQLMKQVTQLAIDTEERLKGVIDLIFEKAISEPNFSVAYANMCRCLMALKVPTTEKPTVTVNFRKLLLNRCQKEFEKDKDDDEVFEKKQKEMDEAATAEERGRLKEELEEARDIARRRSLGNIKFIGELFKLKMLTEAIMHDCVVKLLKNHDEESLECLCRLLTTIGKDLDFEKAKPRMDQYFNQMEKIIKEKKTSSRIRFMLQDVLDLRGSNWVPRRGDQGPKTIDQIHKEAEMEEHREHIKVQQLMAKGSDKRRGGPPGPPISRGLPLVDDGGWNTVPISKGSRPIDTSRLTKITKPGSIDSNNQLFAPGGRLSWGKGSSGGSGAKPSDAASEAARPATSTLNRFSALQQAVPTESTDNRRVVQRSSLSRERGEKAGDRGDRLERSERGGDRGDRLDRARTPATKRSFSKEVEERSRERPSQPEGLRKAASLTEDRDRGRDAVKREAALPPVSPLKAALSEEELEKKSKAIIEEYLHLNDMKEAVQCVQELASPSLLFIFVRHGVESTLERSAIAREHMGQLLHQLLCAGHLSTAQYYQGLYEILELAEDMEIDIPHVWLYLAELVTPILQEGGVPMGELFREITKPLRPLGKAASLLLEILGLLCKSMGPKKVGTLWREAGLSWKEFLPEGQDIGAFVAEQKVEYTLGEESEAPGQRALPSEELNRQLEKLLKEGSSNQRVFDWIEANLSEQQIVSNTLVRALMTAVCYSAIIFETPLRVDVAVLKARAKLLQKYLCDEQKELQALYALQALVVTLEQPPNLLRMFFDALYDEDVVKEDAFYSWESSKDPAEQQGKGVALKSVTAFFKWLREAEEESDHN
KLK5 inh – kallikrein 5 (human) inhibition | recombinant hK5, fluorogenic AMC substrate cleavage | 0.59% of 210,000 active | AID 873 | inhibition, % at 5 µM | Q9Y337;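 active = inhibition of 40% or more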;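 note: 0% = enzyme controls without compound and 100% = no-enzyme blanks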
EBV gp42 inh – EBV gp42 inhibition; Fluorescence polarization binding assay, mP read-out; inhibition, % (tested at 21.74 µM); 0.42% of 220,000 active; in the data active = inhibition above about 50%
Cl transport mod – modulates chloride dependent transport by human KCC2 | KCC2 cells, thallium flux FluoZin-2 fluorescence | B-score of Tl+ flux slope (higher = more flux/activation; lower = inhibition) at 10 µM | 2.2% of 190,000 active | Q9H2X9 | AID 1456;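 active = thallium flux slope and its plate-corrected score both differing from the plate sample mean at a set confidence after two filtering rounds, in either direction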;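 note: slope of fluorescence scaled to starting intensity during 10 to 20 s after thallium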
14-3-3 Bad PPI – disrupts binding of bovine 14-3-3 zeta to phospho-Bad peptide. inhibition, % at 21.7 µM. AID 781. 0.71% of 220,000 active. P63103. TR-FRET 14-3-3zeta/Dy647-pBad peptide displacement, 1 h;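 active = inhibition above about 70%, limit read from the data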;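 note: 0% = full 14-3-3 plus peptide FRET controls and 100% = background without 14-3-3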
Furin inh – inhibitors of human furin. AID 463115. inhibition, % at 30 µM. purified furin, fluorogenic substrate cleavage. P09958. 0.061% of 220,000 active; in the data active = inhibition above about 25%; note: inactives centre near -15
The depositor's hits bear a star; / = no result given; [ ] = another dose, or the depositor's remark.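 Rule for the calls, unless noted: active = inhibition above about 30% (limit read from the data); inactive = the rest.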

SMILES	NCF1 inh	Rad51 HR inh	Thrombin inh	eIF4E-4G inh	KLK5 inh	EBV gp42 inh	Cl transport mod	14-3-3 Bad PPI	Furin inh
Cn1c(SCc2ccc(C#N)cc2)nnc1-c1ccccc1	-5	-4	2	-5	-8	-24	0.01	6	-23
Cc1cc(C)n(CC(=O)c2ccc(Br)cc2)c(=O)c1C#N	-6	-7	1	-5	2	-9	-0.29	1	-15[20 µM]
Cc1ccc(/C(N)=N/OC(=O)c2cccc(Cn3cc(C(F)(F)F)ccc3=O)c2)cc1	-3	-13	0	2	-1	8	-2.9	-2	-17
COc1ccc(C(C)=O)cc1CSc1nnc(-c2ccc(Cl)cc2)n1-c1ccccc1	-5	-7	-3	-10	-8	8	-1.1	0	-9
Cc1nnc(SCc2nc(N)nc(Nc3ccccc3)n2)s1	1	-5	3	4	-2	-28	0.5	0	10[20 µM]
COc1cccc(CNc2cccc3cccnc23)c1O	-3	-5	4	-10	-18	-17	-0.14	-3	-8[20 µM]
Cc1ccc(S(=O)(=O)NCC(=O)OCC(=O)Nc2ncc(Cl)cc2Cl)cc1	-8	-5	8	5	4	-1	-0.48	0	-17[20 µM]
CCn1nnc(NC(=O)c2cccnc2Cl)n1	-6	7	4	6	-9	-3	/	-8	-7[20 µM]
Cc1cccc(C(=O)NC2CCCc3ccccc32)c1 (stereo unspecified)	-6	-118	-7	1	2	-6	/	-9	-19
CCN1CCCC(OC(=O)c2cc(-c3ccccc3Cl)nc3ccccc23)C1 (stereo unspecified)	-17	-7	-5	-1	3	8	-1.1	21	-4
O=C(Nc1nccs1)c1cc2sccc2n1Cc1ccc(Cl)cc1	2	-2	-8	-7	19	2	0.47	-6	-10
C/C(=N/NC(=O)c1cccs1)c1cccc(N)c1	-43	-3	-7	2	1	-4	0.71	-6	-5
Cc1ccc(Sc2ncccc2COC(=O)Nc2ccccc2)cc1	-1	1	2	-5	6	-9	-0.34	-2	-17
Cc1cc(C(=O)CSc2nnnn2-c2ccccc2)c(C)n1CCc1ccccc1	-11	2	1	2[fluorescence artefact?]	6	-4	-0.059	12[fluorescence artefact?]	-14[20 µM]
O=C(c1ccccc1)N1CCN(C(=O)N2CCCCC2)CC1	-10	6	-2	5	3	-14	0.88	1	-9
Cc1cnccc1CNC(=O)CC1C(=O)NCCN1CC(C)(C)C (stereo unspecified)	27	9	3	11	2	15	0.24	3	-32
CC1(C)Cc2cccc(OCC(N)=O)c2O1	-11	5	3	5	-2	-16	-0.72	-2	-19[20 µM]
Cc1ccccc1Nc1nccc(N(C)C)c1C#N	-10	/	-6	1	/	5	1.2	12	-19
COc1ccc(/C=C(/NC(=O)c2ccccc2)C(=O)N/N=C/c2ccncc2)c(OC)c1	-8	14	2	5	-7	-9	0.63	7	-14
COc1ccc([N+](=O)[O-])cc1COc1ccc2c(-c3ccccc3)cc(=O)oc2c1	12	/	-6	-16	13	-4	-0.067	43[fluorescence artefact?]	-15
COc1ccccc1-c1noc(-c2ccncc2)n1	-2	9	-12	2[fluorescence artefact?]	-17	3	0.59	-11[fluorescence artefact?]	-12[20 µM]
c1ccc2c(c1)CC1(CCCC1)n1nnnc1-2	7	1	1	-4	-2	-12	/	24	-31
COc1ccc(/C=C/C(=O)C(C)(C)C)cc1OC	-15	12	-4	-3	-1	-3	/	24	0
COC(=O)c1nnn(CC(=O)NC(=O)Nc2cccc(C)c2C)c1C(=O)OC	-8	34	-4	2	-7	11	-0.27	-2	-1
Cc1cc(C)n(CC(O)CN2c3ccccc3Sc3ccccc32)n1 (stereo unspecified)	5	-17	-3	6	1	22	/	12[fluorescence artefact?]	-9
COc1cc(/C=N/N=C/c2cc(OC)c(O)c(OC)c2)cc(OC)c1O	-162	7	-3	13	-10	-12	0.34	-15	-17
CC(C)(CC(=O)O)CC(=O)N1CCCN(c2nc3ccc(Cl)cc3s2)CC1	-5	7	-1	0	0	-13	-0.035	-3	-9
O=C(c1ccco1)N1CCN(c2ccc(S(=O)(=O)N3CCCC3)cc2)CC1	3	-1	-3	-3	-9	-12	0.52	1	-16
Cc1sc(NC(=O)C2CCCC2)c(C#N)c1C	-7	5	-5	5	-8	-11	0.43	-1	-22
Cn1nnnc1SCC(=O)Nc1ccccc1C(=O)NCc1ccccc1	-2	7	-7	0[fluorescence artefact?]	-6	-16	1.2	-4	-16[20 µM]
CCOc1ccc(Br)cc1S(=O)(=O)Nc1ccc(C(=O)Nc2ccccc2OC)cc1	-14	2	-5	15	-11	-6	0.22	-14	-22
c1nc(NC2CCCC2)c2[nH]cnc2n1	-5	-2	-2	0	-8	-19	0.68	6	-17
CCCn1c(SCC(=O)NCc2ccco2)nc2c1c(=O)n(C)c(=O)n2C	-5	1	0	0[fluorescence artefact?]	-22	-22	0.63	-1[fluorescence artefact?]	-9[20 µM]
CCOc1ccc2cc(C#N)c(SCC(=O)N3CCOCC3)nc2c1	-11	-1	1	3	-1	-20	0.47	0[fluorescence artefact?]	-12[20 µM]
Cc1c(NC(=O)C(C)OC(=O)c2cccs2)c(=O)n(-c2ccccc2)n1C (stereo unspecified)	4	13	6	-57	15	3	-0.93	17	-16
CCOC(=O)c1cc2sccc2n1CC(=O)Nc1ccc(OC)c(OC)c1	2	6	1	3	-14	-16	0.49	9	0
OCC1(Cc2cccc(F)c2)CCN(Cc2ccc3cccc(F)c3n2)CC1	-10	-3	-6	0	-3	-15	0.66	21	-28
Cc1ccc(NC(=O)C2CCN(S(C)(=O)=O)CC2)cc1C	-9	-1	6	-1	11	-1	0.062	-3[fluorescence artefact?]	-15[20 µM]
CN(CCNS(=O)(=O)c1ccc2c(c1)oc(=O)n2C)Cc1ccccc1	2	1	-11	2	-3	-7	-0.81	9	-14
CCOC(=O)c1sc(NC(=O)CSc2nnnn2-c2ccccc2)c(C(=O)OCC)c1C	-2	-6	-1	-6	-7	-12	-0.0018	-2	-23[20 µM]
CCC(=O)NC(c1ccccc1)c1c(OC(C)=O)ccc2ccccc12 (stereo unspecified)	-1	1	-8	0	-1	-6	-0.0068	-10	-15
Cc1ccccc1OCCCn1c(=O)sc2ccccc21	-24	1	6	12	3	-13	-1.1	-2	-21[20 µM]
Cc1cc(O)cc(O)c1C(=O)Cc1ccccc1	-13	/	-3	2[fluorescence artefact?]	-14	4	-2.3	-12[fluorescence artefact?]	-13
COc1ccc(Cn2cc([N+](=O)[O-])nc2C)cc1[N+](=O)[O-]	-12	/	-9	7	0	-13	0.0044	3	-21
Cn1nnnc1NCc1cccc(Cl)c1Cl	7	-32	7	-2	-5	-8	0.94	-8	-15

In a second layout: results already given.
Value order – NCF1 inh	Rad51 HR inh	Thrombin inh	eIF4E-4G inh	KLK5 inh	EBV gp42 inh	Cl transport mod	14-3-3 Bad PPI	Furin inh
> OCC1(Cc2cccc(F)c2)CCN(Cc2ccc3cccc(F)c3n2)CC1
→ -10	-3	-6	0	-3	-15	0.66	21	-28
> COc1ccc(Cn2cc([N+](=O)[O-])nc2C)cc1[N+](=O)[O-]
→ -12	/	-9	7	0	-13	0.0044	3	-21
> CCOC(=O)c1sc(NC(=O)CSc2nnnn2-c2ccccc2)c(C(=O)OCC)c1C
→ -2	-6	-1	-6	-7	-12	-0.0018	-2	-23[20 µM]
> Cc1cc(O)cc(O)c1C(=O)Cc1ccccc1
→ -13	/	-3	2[fluorescence artefact?]	-14	4	-2.3	-12[fluorescence artefact?]	-13

The listing continues.
SMILES	NCF1 inh	Rad51 HR inh	Thrombin inh	eIF4E-4G inh	KLK5 inh	EBV gp42 inh	Cl transport mod	14-3-3 Bad PPI	Furin inh
CCCCCn1c(=O)[nH]c2cc(C(=O)NCc3ccc4c(c3)OCO4)ccc2c1=O	3	4	0	-1	18	-3	-0.14	16	-35
COc1ccc(S(=O)(=O)n2nc(OC(=O)c3c(-c4ccccc4Cl)noc3C)cc2N)cc1	-10	-2	3	0	-11	-9	/	0	-14
CCOCCc1nnc(NC(=O)c2cc(OC)c(OC)cc2[N+](=O)[O-])s1	-6	6	-4	5	1	-11	-1.2	1	-24
CCc1ccc2ncc(C(=O)c3ccccc3)c(N3CCOCC3)c2c1	-7	3	0	3	1	-1	-0.98	-8	-20
CN(CC(=O)NC(c1ccccc1)c1ccccc1)Cc1nc2ccccc2c(=O)[nH]1	-4	-5	-1	-4[fluorescence artefact?]	-174	-2	0.46	5	-17[20 µM]
C=C1c2cc(CC)ccc2NC(=O)N1c1ccc(C)cc1	-12	4	-12	-1	-26	-1	0.56	3	-17
CCc1ccccc1-n1cnc2cc(C(=O)O)ccc21	-13	2	1	6	-4	-22	-0.58	-2	-26
CCOC(=O)CN(c1ccccn1)S(=O)(=O)c1ccc(OC)cc1	-2	/	-7	1	/	6	1.1	-2	-18
CCCC(O)(CCC)C(=O)NNc1ccccc1	-3	17	4	9	-16	-7	-0.18	-4	-3[20 µM]
O=C(Nc1ccccc1)/C(=C\c1ccncc1)NC(=O)c1ccccc1	-6	-5	-7	9	2	-9	5.4*	2	-15[20 µM]
CN(C)CCNC(=O)CCCNC(=O)Cn1cnc2sc3c(c2c1=O)CCCC3	-2	0	2	-1	22	-8	/	-11	-19[20 µM]
O=C(Nc1ncc2c(n1)CC(c1ccccc1)CC2=O)c1ccco1 (stereo unspecified)	-8	7	-11	2	-2	-15	/	5	-24
Cc1ccc(Cn2nc(C)c(NC(=O)CSc3n[nH]c(C)c3[N+](=O)[O-])c2C)cc1	-4	1	-2	5	-5	-14	0.79	0	-14
COc1ccccc1Oc1nc([N+](=O)[O-])nn1CC(N)=O	-3	-10	5	-5	-4	10	-0.5	-21	-23
O=C1c2ccccc2C(Nc2ccccc2)N1Cc1ccc2c(c1)OCO2 (stereo unspecified)	-13	2	-1	-4	-1	-5	-0.75	-3	-17

Looked up above.
Entry for `Cc1ccc(Sc2ncccc2COC(=O)Nc2ccccc2)cc1` in NCF1 inh: -1
Entry for `CCc1ccc2ncc(C(=O)c3ccccc3)c(N3CCOCC3)c2c1` in Rad51 HR inh: 3
Entry for `COc1ccc(Cn2cc([N+](=O)[O-])nc2C)cc1[N+](=O)[O-]` in eIF4E-4G inh: 7

Further structures
SMILES	NCF1 inh	Rad51 HR inh	Thrombin inh	eIF4E-4G inh	KLK5 inh	EBV gp42 inh	Cl transport mod	14-3-3 Bad PPI	Furin inh
CN(C)N1C(=O)CC(N2CCCC2)C1=O (stereo unspecified)	-5	-16	-10	3	-3	-7	-0.035	-4	-13
CCCNS(=O)(=O)c1ccc(OCC(=O)N2CCN(c3ccccc3)CC2)cc1	-8	5	-2	1	0	-10	-0.085	-8	-26
Cc1ccccc1-c1nc(-c2ccc(NC(=O)c3cccs3)cc2)no1	0	-1	-6	-12	2	-1	-0.29	-5	-23
Cc1ccc(C(=O)Nc2cccc(C(F)(F)F)c2)cc1NC(=O)c1ccno1	-7	-4	7	-4	6	-25	-0.06	-2	4
CCOC(=O)N1CCC(N2C(=O)c3ccccc3C2Nc2cccnc2)CC1 (stereo unspecified)	-2	-3	1	6[fluorescence artefact?]	-4	-3	0.066	6[fluorescence artefact?]	1
O=C(COC(=O)COc1ccc(Cl)cc1)NCc1cccs1	-11	-20	-2	1[fluorescence artefact?]	-6	-15	-1.8	6[fluorescence artefact?]	-19
Cc1cc(N=CC2=C(O)CCCC2=O)no1	-29	17	0	3	5	-20	/	1	42*
COc1ccc2c(c1)c1nnc(SC)nc1n2C	-22	3	-5	-4	-9	-12	0.93	-5	-17
CN=c1oc2ccc(Cl)cc2cc1C(N)=O	-9	-11	2	-5[fluorescence artefact?]	7	-13	-1.2	-11[fluorescence artefact?]	-5
CCOC(=O)C1(Cc2cccc(OC)c2)CCCN(C(=O)c2ccccc2C)C1 (stereo unspecified)	-14	-1	-2	2	0	-17	-0.98	2	-18
CCOC(=O)N1CCN(CC(=O)Nc2c(C(=O)OC)[nH]c3cccc(Cl)c23)CC1	0	-1	-6	-1	-2	-10	0.59	4[fluorescence artefact?]	-13

High-throughput results deposited in PubChem by several laboratories.
